Mot1-301 SUMO: SUMOylation pathway inhibition by Mot1-301 growth rescue; growth rescue, % at 18.8 µM; 320,000 compounds, 1% hits; S. cerevisiae Mot1-301 growth rescue, ATP luminescence, 38.5C; percent above DMSO median, 100 means doubled; AID 2716;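 active = every valid replicate shows activation above 250% relative to neutral control wells; inactive = the rest, any valid replicate at or below 250%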;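 note: OY570 slx delta 5 strain wells were the positive control but not used for scaling; some compounds called inactive have numbers as strong as hits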
PfHsp90 set2: reduces growth (ATP signal) of yeast expressing P. falciparum Hsp90; S. cerevisiae expressing PfHsp90, BacTiter-Glo ATP, 48 h; yeast lacking PDR1 and PDR3 efflux regulators; inhibition, % at 9.4 µM; 310,000 compounds, 0.32% hits; AID 504621;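 active = every replicate shows inhibition above about 80%, whatever the replicate mean, limit read from the data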;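 note: 0% = DMSO neutral controls and 100% = 20 µM radicicol positive controls; yeast relying on Plasmodium falciparum Hsp90 in place of its own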
MOR-DOR inv ag: inverse agonists of human mu-delta opioid receptor heterodimerization; P35372+P41143; cell-based MOR-DOR heterodimer luminescence, inverse agonism; inhibition, % at 9.3 µM; 340,000 compounds, 0.21% hits; AID 504357; in the data active = inhibition above about 22%, passing the limit was not always enough;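 note: 0% = cells with DMSO and 100% = wells without cells with DMSO; values of inactives mirror those of a sister screen read the other way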
AddAB inh: less growth of phage-infected E. coli with AddAB; inhibition, % at 11.9 µM; E. coli expressing H. pylori AddAB, absorbance growth; 330,000 compounds, 0.29% hits; AID 435030; in the data active = inhibition above about 12%;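 note: 0% = vehicle wells of infected cells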
phage Ecoli inh: E. coli growth loss with phage present; growth absorbance; inhibition, % at 11.9 µM; 360,000 compounds, 0.26% hits; in the data active = inhibition above about 11%
DSG3 Ab inh: human desmoglein-3 autoantibody binding inhibition. binding (percent of control), % at 10 µM. AID 588358. P32926. DSG3-coupled beads, scFv-anti-DSG3-GFP binding, flow cytometry; active compounds read low. 310,000 compounds, 0.48% hits;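 active = binding more than 3 SD below its plate's average and above zero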;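 note: hits lower antibody fragment binding to DSG3; some compounds called inactive have numbers as strong as hits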
Target sequence (P32926 whole entry, looked up, the tested form may be a part): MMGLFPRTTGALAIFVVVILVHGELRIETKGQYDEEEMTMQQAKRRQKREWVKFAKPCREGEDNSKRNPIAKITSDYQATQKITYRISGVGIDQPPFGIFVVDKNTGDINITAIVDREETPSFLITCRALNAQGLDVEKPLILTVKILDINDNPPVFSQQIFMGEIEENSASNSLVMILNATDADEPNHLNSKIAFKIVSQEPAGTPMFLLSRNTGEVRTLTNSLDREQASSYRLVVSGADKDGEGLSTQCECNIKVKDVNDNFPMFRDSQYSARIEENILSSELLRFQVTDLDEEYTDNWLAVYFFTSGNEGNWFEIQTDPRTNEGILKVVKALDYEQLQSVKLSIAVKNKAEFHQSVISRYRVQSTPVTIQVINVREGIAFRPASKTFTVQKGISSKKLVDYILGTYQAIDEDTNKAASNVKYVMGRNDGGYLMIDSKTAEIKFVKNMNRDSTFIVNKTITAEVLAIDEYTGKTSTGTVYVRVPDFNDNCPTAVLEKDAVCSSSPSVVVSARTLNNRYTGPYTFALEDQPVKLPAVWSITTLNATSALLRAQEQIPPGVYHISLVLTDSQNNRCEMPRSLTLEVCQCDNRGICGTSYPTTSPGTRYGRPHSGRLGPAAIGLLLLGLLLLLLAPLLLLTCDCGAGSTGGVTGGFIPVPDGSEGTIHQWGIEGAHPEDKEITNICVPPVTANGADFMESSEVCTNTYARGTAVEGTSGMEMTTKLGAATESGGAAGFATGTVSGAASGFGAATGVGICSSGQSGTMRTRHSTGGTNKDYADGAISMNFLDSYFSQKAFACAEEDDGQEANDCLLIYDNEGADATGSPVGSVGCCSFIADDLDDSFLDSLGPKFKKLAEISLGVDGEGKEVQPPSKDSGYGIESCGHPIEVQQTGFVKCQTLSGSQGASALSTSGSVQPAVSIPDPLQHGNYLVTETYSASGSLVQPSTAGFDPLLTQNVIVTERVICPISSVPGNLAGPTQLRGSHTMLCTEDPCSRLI
E coli growth: reduces bacterial viability in AddAB counter-screen | E. coli V3065 growth, OD600 absorbance, 18 h | inhibition, % at 11.9 µM | 330,000 compounds, 0.27% hits;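 active = inhibition above the campaign's mean inhibition across all tested compounds plus 3 SD, cut at about 9.9% in these data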;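 note: uninfected addAB+ strain grown without phage in ampicillin broth; 0% = DMSO wells and 100% = ciprofloxacin 0.95 µg/ml wells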
Arrestin-AP2 inh: human beta-arrestin and AP2 interaction inhibition | FITC-arrestin peptide / GST-AP2 beads, flow cytometry; AP2 beta2 appendage carries R879A mutation | inhibition, % at 10 µM | 340,000 compounds, 0.31% hits | AID 504490;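 active = inhibition above a set limit, near 3 SD of compounds lacking own fluorescence, cut at about 54% in these data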;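 note: plate controls were DMSO wells for no effect and 5 µM unlabelled arrestin peptide for full effect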
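Assay system: GST-AP2 R879A bound to glutathione beads, E. coli-expressed; Medium: PBS with 0.05% Tween 20 and 0.1% BSA; Also added: fluorescein-tagged arrestin peptide at 50 nM final; Timing: 12 min plus 1 h, RT; Measured by: flow cytometry, FL1 (488/535 nm); Evaluation: percent drop in bead-associated FITC signal.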
Tat export inh: inhibitors of E. coli Tat protein transport | E. coli MC4100 TorA-mCherry Tat export, fluorescence | inhibition, % at 10 µM | 340,000 compounds, 0.036% hits;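 active = mean replicate inhibition at least 50% and at least half of replicates individually reaching 50%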;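 note: exported cargo escapes ClpAP degradation while cytoplasmic cargo is degraded and loses fluorescence; 0% = median of neutral control wells and 100% = median of NaSCN control wells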
OPRM1-OPRD1 ag: agonists of human mu-delta opioid receptor heterodimerization; activation, % at 9.3 µM; AID 504326; 340,000 compounds, 0.3% hits; P35372+P41143; cells, OPRM1-OPRD1 heterodimerization, luminescence; in the data active = activation above about 18%;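 note: 0% = vehicle-treated cells and 100% = reference agonist; values of inactives mirror those of a sister screen read the other way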
PKA-R1A activ: activates the PKA-R1A holoenzyme complex. PKA-R1A dissociation, Cy5-IP20 fluorescence polarization; scaled: DMSO 0%, 113 µM cGMP 100%. activation, % at 11.4 µM. 340,000 compounds, 0.083% hits. AID 504707;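 active = percent activation above the mean of all tested compounds plus 3 SD, cut at about 19% in these data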;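 note: higher means more PKAc released from R1A so a rise in polarization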
Numbers without * were called inactive; i = inactive; / = no result given.

structure	Mot1-301 SUMO	PfHsp90 set2	MOR-DOR inv ag	AddAB inh	phage Ecoli inh	DSG3 Ab inh	E coli growth	Arrestin-AP2 inh	Tat export inh	OPRM1-OPRD1 ag	PKA-R1A activ
CCOc1ccccc1NC(=O)C1C2CCC3C(CCC21)C3(Cl)Cl (stereo unspecified)	110	7	-15	-0.4	1.1	108	-0.6	13	-3	2.2	-9
CN(C)CCCOC(=O)c1cc2ccccc2o1	-2	-3	1	2.0	4.5	96	0.2	12	-4	-0.2	1
CCOCCCN(C(=O)c1snc(C(N)=O)c1N)C(C(=O)NC1CCCC1)c1ccc(F)cc1 (stereo unspecified)	42	14	0	0.9	0.1	/	-1.3	-9	-2	0.0	10
CCOC(=O)c1sc(=S)n(-c2ccccc2)c1C	9	/	/	2.3	-3.4	93	0.3	-3	/	/	/
COCCn1c(=S)[nH]c2ncccc2c1=O	-5	/	4	-4.8	0.7	/	0.8	2	-2	-0.7	-1
COc1ccccc1CNC(=O)C1CCCCN1S(=O)(=O)c1ccccc1 (stereo unspecified)	0	-3	-27	1.4	1.7	99	-1.1	2	-7	3.4	1
CCCCc1nnc(NC(=O)CSc2nc(O)c(-c3ccccc3)c(=O)[nH]2)s1	631*	-4	7	0.5	2.7	105	-2.2	-10	0	-1.5	-1
COc1ccc(CN2C(=NC(=O)CCc3ccccc3)SC3CS(=O)(=O)CC32)cc1 (stereo unspecified)	0	5	6	4.4	-0.9	102	-1.2	14	1	-1.3	-6
Cc1ccc(S(=O)(=O)N2CCN(CC(=O)N/N=C\c3ccncc3)CC2)cc1	-18	2	0	2.0	1.2	100	4.5	4	-4	-0.1	-10
Cc1oc(-c2ccccc2F)nc1CN1CCC(C(=O)NCc2ccco2)CC1	i	18	5	1.8	1.9	104	4.4	6	0	-1.0	9
S=c1[nH]nc(-c2ccncc2)n1/N=C/c1ccccc1	12	12	0	2.7	1.0	103	-0.6	5	-4	-0.1	-15
Cc1ccc(NC(=O)c2ccc3nccnc3c2)c(C)c1	459	3	15	2.8	-0.6	108	-0.6	3	0	-2.7	-11
CCOC(=O)C1CCN(C(=O)c2ccccc2Oc2ccccc2)CC1	-25	-8	6	3.9	1.3	107	3.3	30	7	-1.1	-16
CN1C(=O)C(C(=O)NC(C)(C)C)C2c3ccccc3OC13CCCCC23 (stereo unspecified)	-20	-12	17	-2.8	0.9	/	-3.0	6	3	-3.2	-18
Cc1oc2cc(OCc3cnn(-c4ccccc4)c3)ccc2c(=O)c1Oc1ccccc1F	78	-4	10	6.4	3.1	93	0.0	5	7	-1.9	-6
Cc1cc(CN(C)C(=O)CCc2nnc(Cc3cccc(C(F)(F)F)c3)o2)on1	13	4	10	-1.6	4.8	94	-1.4	15	-2	-2.1	1
Cc1cccc(C)c1NC(=S)N(Cc1cccs1)C1CCCC1	6	-29	8	0.4	-2.0	/	-0.7	18	1	-1.7	6
Cc1cnc(C(=O)OCC(=O)c2ccc(Cl)cc2)cn1	-10	32	19	1.8	0.9	109	1.4	-5	0	-5.9	3
COc1ccc(NC(=O)N2c3ccccc3CC2C)cc1OC (stereo unspecified)	387	49	7	2.9	0.9	98	-1.1	3	1	-1.6	-2
O=C(OCc1cnc(Cl)s1)c1ccc(Cl)cc1	-1	3	-19	4.7	0.7	99	-1.2	-5	2	4.0	3
CSc1cccc(NC(=O)NCc2cccc(CNC(=O)Nc3cccc(SC)c3)c2)c1	/	-2	0	0.3	-0.1	99	-2.4	-11	-9	-0.1	-9
Cc1nc(SCC(=O)Nc2c(C)n(C)n(-c3ccccc3)c2=O)c(C#N)c(C)c1C	-6	0	4	1.4	0.8	98	-2.9	6	-8	-1.1	-3
O=C(Nc1cc(S(=O)(=O)N2CCCCC2)ccc1Cl)C1COc2ccccc2O1 (stereo unspecified)	26	-14	-12	2.0	1.7	101	4.0	-7	-3	3.1	8
COc1cc(SC)ccc1C(=O)NNC(=O)c1cc(C)oc1C	-16	46	-1	3.0	3.5	96	0.8	-17	0	0.2	-9
Nc1nc(SCC(=O)N2CCOCC2)[nH]c(=O)c1-c1ccccc1	227	-43	19	1.8	3.1	110	-0.6	-3	10	-4.0	-11
S=C(NCC1COc2ccccc2O1)Nc1ccc(Br)cc1 (stereo unspecified)	22	-5	-36	12	11*	100	6.7	7	-1	8.1	-1
CN(CCc1nc2ccc(Cl)cc2[nH]1)Cc1nc(CC2CC2)no1	-18	1	9	-0.8	1.1	97	2.5	6	-2	-1.8	-12
CCOCCCNC(=O)C(NC(=O)Cc1c[nH]c2ccccc12)c1ccccc1 (stereo unspecified)	-13	-21	-3	-0.4	0.5	120	0.5	15	-3	0.7	-9
CCN(C(=O)CSc1ncccc1C(=O)O)C1CCCCC1	-3	-5	15	2.1	4.5	96	0.8	-4	-8	-2.9	-6
COc1cc(OC)c(S(=O)(=O)N2CCCCC2)cc1S(=O)(=O)N1CCCCC1	-11	21	3	0.7	1.9	110	-1.5	-5	4	-0.6	-8
Cc1nnc(NC(=O)Nc2ccc(Cl)c(Cl)c2)s1	0	/	-15	5.5	6.8	/	5.6	-6	-1	2.5	5
Cc1ccc(OC(C)C(=O)N(C)Cc2ccccc2)c([N+](=O)[O-])n1 (stereo unspecified)	0	9	6	1.6	1.0	109	1.9	17	-10	-1.6	-5
COc1ccccc1N1CCN(C(=O)CSc2nc3ccccc3nc2N2CCC(C)CC2)CC1	-3	3	7	4.5	-1.1	/	-1.8	5	-13	-1.1	6
COc1ccc(CN2CCN(Cc3ccc(C(F)(F)F)cc3)CC2)c(OC)c1	-5	5	-1	1.0	-0.6	100	-1.0	-5	8	0.1	-3
Cc1cc(/C=c2\sc3nc4ccccc4n3c2=O)c(C)n1-c1ccc(C(=O)O)cc1	/	112*	7	/	4.1	86	/	-7	0	-1.1	-2
C(=N\Nc1ccc2nncn2n1)/c1ccccn1	499*	-2	/	1.4	1.2	95	1.8	41	2	/	/
COC(=O)Cn1nnc(N2CCOCC2)n1	-17	-39	/	0.1	-0.5	96	1.6	-16	-2	/	/
O=C(COC(=O)Cn1nnc2ccccc21)NC1CCCC1	4	10	14	-0.1	0.5	103	-0.9	-2	1	-2.5	3
O=C(COc1ccc(C(=S)N2CCOCC2)cc1Cl)Nc1ccccc1Cl	7	-6	-7	3.2	1.4	83*	1.1	-12	-3	1.3	-2
CCOCCCNS(=O)(=O)c1cc2[nH]c3c(c2cc1C)C(=O)CC(C)(C)C3	-26	17	0	1.9	-0.9	100	0.7	-5	-5	0.1	-12
Cc1ccc(S(=O)(=O)CCc2nnc(NC(=O)c3cnccn3)s2)cc1	11	-19	20	1.5	1.5	103	2.9	1	-2	-4.4	-8
Cc1ccccc1C(=O)c1c[nH]c(C(=O)NCC2CCCO2)c1 (stereo unspecified)	110	7	14	2.8	0.2	102	0.3	7	-2	-3.4	9
O=C(C1=COCCO1)N1CCN(C(c2ccccc2)c2ccccc2)CC1	-3	-2	7	0.5	-0.8	98	-2.3	8	-9	-1.3	-4
COCCCNC(=O)CS(=O)(=O)Cc1nc(-c2cccc(OC)c2)oc1C	-14	-12	20	0.0	3.7	97	0.3	13	-1	-4.3	7
Cc1cc2ccccc2n2c(SCC(=O)N3CCc4ccccc4C3)nnc12	621	-7	5	-0.2	2.1	102	-2.2	-3	5	-0.9	-5
Cc1ccc(CNC(=O)Nc2ccc(F)cc2F)n1C	10	-3	20	/	-2.9	99	/	30	-9	-4.5	-12
CC1=C(c2ccccc2)SC2=NCCN21	-13	3	7	/	0.3	108	/	-3	-1	-1.6	-8
Cc1onc(-c2ccccc2)c1C(=O)Nc1ccncc1	-8	/	-8	2.7	2.6	/	-1.2	5	5	1.6	-8
COc1ccc(-c2csc(NC3OC(=O)c4ccccc43)n2)cc1 (stereo unspecified)	14	3	4	-0.2	3.1	105	0.4	8	-5	-0.8	5
COc1ccccc1C(=O)OCC(=O)Nc1cc(S(=O)(=O)N2CCOCC2)ccc1N1CCCC1	407*	2	8	0.6	1.4	98	0.0	8	-6	-1.6	-4
COc1ccc(OC)c(C2CC(=O)N3CN(c4cccc(Cl)c4C)CSC3=C2C#N)c1 (stereo unspecified)	8	-15	-1	2.0	3.1	94	-0.1	9	2	0.2	6
CCCCC(=O)N(Cc1ccc(F)cc1)C1CCS(=O)(=O)C1 (stereo unspecified)	-20	-4	5	1.6	0.8	113	0.5	11	6	-1.0	1
CC1(C)c2ccccc2-n2c1cc1oc(=O)cc(O)c1c2=O	-4	31	9	-0.3	2.1	112	-1.5	38	0	-1.7	-3

Screening data from PubChem BioAssay.
